TNF necrop inh – TNF-alpha cell death inhibition in Jurkat FADD-/- cells; Jurkat FADD-/- TNF necroptosis rescue, ATP luminescence, 24 h; 0 = TNF only, 100 = no-TNF cells; activation (protection from cell death), % at 10 µM; actives 0.068% (n = 220,000); AID 463075;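 active = activation, meaning protection from cell death, of at least 50% relative to plate controls; inactive = activation below 50%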;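 also: necroptosis triggered by 40 ng/mL TNF-alpha added together with compound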
FXIIa inh 1536 – inhibitors of human coagulation factor XIIa; P00748; purified FXIIa, Boc-QGR-AMC fluorogenic substrate, 2 h; inhibition, % at 5 µM; actives 0.3% (n = 220,000); AID 800; in the data active = inhibition above about 40%;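 also: 0% = enzyme with no compound and 100% = blank without enzyme; many of its hits are not listed in these tables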
EP2 antag – EP2 receptor (human) inhibition | P43116 | C6 glioma cells expressing human EP2, cAMP TR-FRET; cells stimulated with saturating PGE2 | inhibition, % at 25 µM | actives 0.52% (n = 260,000);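 active = percent inhibition above 40 after rounding to a whole number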;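 also: rat C6 glioma host cells with rolipram phosphodiesterase inhibitor present; the protocol text gives 20 µM as final concentration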
Target sequence (P43116 whole entry, looked up): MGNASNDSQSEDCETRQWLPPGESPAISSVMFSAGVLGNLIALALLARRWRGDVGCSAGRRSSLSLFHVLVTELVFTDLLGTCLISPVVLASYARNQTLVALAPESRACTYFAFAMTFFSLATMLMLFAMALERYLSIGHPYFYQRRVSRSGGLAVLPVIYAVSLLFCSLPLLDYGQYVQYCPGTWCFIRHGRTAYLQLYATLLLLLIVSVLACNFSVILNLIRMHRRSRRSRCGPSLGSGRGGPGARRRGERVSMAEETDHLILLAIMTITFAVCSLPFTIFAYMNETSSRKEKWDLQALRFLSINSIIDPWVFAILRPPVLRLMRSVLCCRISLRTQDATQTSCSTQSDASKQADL
Wee1 degr inh – human Wee1 degradation inhibition, primary screen; reporter increase, % at 5 µM; HeLa Luc-Wee1K328M stability, luciferase luminescence; 100% = proteasome inhibitor MG132 effect; actives 1.2% (n = 220,000);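 active = activation above the mean of all tested compounds plus 3 SD, set per screening run, cut at about 8.8% in these data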;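 also: cells exposed to compound for 20 h before luminescence read; 0% = DMSO alone and 100% = MG132 at 30 µM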
Target sequence (P30291 whole entry K328M): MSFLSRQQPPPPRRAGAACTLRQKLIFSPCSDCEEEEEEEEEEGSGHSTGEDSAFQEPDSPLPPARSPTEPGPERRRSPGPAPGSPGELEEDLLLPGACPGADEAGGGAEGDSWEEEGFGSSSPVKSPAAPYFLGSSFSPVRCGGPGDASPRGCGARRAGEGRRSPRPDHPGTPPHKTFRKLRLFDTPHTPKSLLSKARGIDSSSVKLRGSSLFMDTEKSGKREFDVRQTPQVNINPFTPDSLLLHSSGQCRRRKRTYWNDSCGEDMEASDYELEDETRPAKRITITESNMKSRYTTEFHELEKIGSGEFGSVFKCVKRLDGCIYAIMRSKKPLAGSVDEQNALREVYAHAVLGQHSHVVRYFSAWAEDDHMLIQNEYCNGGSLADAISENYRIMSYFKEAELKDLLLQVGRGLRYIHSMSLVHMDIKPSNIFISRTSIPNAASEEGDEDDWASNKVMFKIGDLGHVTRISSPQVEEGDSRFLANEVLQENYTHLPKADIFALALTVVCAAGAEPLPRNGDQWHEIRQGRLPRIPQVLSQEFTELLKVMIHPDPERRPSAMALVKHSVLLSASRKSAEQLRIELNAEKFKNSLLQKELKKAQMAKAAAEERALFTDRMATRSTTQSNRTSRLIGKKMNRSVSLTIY
PPC-1+TRAIL kill – compounds killing PPC-1 cancer cells with TRAIL present (potentiator screen, no TRAIL-free arm); PPC-1 cells + TRAIL, ATPLite viability luminescence; cell killing (% activity), % at 4 µM; AID 1443; actives 0.41% (n = 220,000);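 active = cell killing above 50% in the first pass at 4 µM, then a duplicate retest at 5 µM averaging 50% or more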;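 also: plate controls were cells with TRAIL plus DMSO for no effect and medium-only wells lacking cells for full effect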
zVAD death inh – L929 zVAD cell death inhibition. actives 0.38% (n = 220,000). L929 zVAD necroptosis rescue, ATP luminescence, 24 h; with zVAD 60 µM. viability rescue, % at 10 µM;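 active = activation, scaled between plate controls, above about 75%, limit read from the data; inactive = activation under that limit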;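 also: 0% = zVAD with DMSO and 100% = DMSO alone without zVAD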
CHOP inh – inhibitors of CHOP induction in ER stress response. AID 2732. CHO-K1 CHOP-promoter luciferase, tunicamycin-induced, 15-18 h. inhibition, % at 10 µM. actives 3.8% (n = 220,000);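 active = compounds that reduced the stress-induced luciferase reporter signal by more than about 70% of percent inhibition, limit read from the data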;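 also: 0% = tunicamycin plus vehicle and 100% = wells without tunicamycin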
TbHK1 inh – T. brucei hexokinase 1 inhibition. inhibition, % at 10 µM. recombinant TbHK1, G6PDH-coupled NADH A340. actives 0.11% (n = 220,000). AID 1430;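 active = inhibition of 50% or more in the single-dose primary screen; inactive = inhibition below 50%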
FXIa inh 1536 – factor XIa (human) inhibition | AID 798 | purified FXIa, Boc-Glu-Ala-Arg-AMC fluorogenic substrate | inhibition, % at 5 µM | actives 0.14% (n = 220,000) | P03951;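 active = inhibition of at least 40%; inactive = inhibition below 40%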;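 also: fluorescence of freed AMC excited at 355 nm; 0% = enzyme without compound and 100% = no enzyme blank; many of its hits are not listed in these tables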
* hit, by the source's call; & = joins results of further samples; [ ] = remark or other dose.

Screening Cc1ccc(NC2OC(CO)C(O)C(O)C2O)cc1 (stereo not given) returned TNF necrop inh -1.8, FXIIa inh 1536 17, EP2 antag 16, Wee1 degr inh -2, PPC-1+TRAIL kill 31, zVAD death inh 1.0, CHOP inh 18, TbHK1 inh -4 and FXIa inh 1536 3.
CC(C)OC(=O)CSc1nnc(C2CCCCC2)n1N was read as TNF necrop inh 0.4, FXIIa inh 1536 11, EP2 antag 6, Wee1 degr inh 6, PPC-1+TRAIL kill 1, zVAD death inh 1.0, CHOP inh -1, TbHK1 inh 6 and FXIa inh 1536 3.
Screening CCC(=O)NC(=Nc1nc2ccccc2s1)NC(=O)CC returned TNF necrop inh -0.4, FXIIa inh 1536 7, EP2 antag -3, Wee1 degr inh -1, PPC-1+TRAIL kill 3, zVAD death inh 0.0, CHOP inh 5, TbHK1 inh 2 and FXIa inh 1536 -1.
Screening CC(=O)C1=C(C)NC(SCC(=O)Nc2nccs2)=C(C#N)C1c1ccccc1Cl (stereo not given) returned TNF necrop inh 15, FXIIa inh 1536 2, EP2 antag 13, Wee1 degr inh 4, PPC-1+TRAIL kill 0, zVAD death inh 82*, CHOP inh 26, TbHK1 inh 9 and FXIa inh 1536 -1.
`CC1CC(C)(C)NC(=S)N1CCCC(=O)Nc1ccc(F)cc1` (stereo not given) gave TNF necrop inh 0.2, FXIIa inh 1536 9, EP2 antag 7, Wee1 degr inh 3, PPC-1+TRAIL kill 12, zVAD death inh 0.7, CHOP inh 13, TbHK1 inh -3 and FXIa inh 1536 8.
`COC(=O)c1sccc1NC(=O)COc1ccc(F)cc1Cl` gave TNF necrop inh -0.2, FXIIa inh 1536 31, EP2 antag 2, Wee1 degr inh 0, PPC-1+TRAIL kill 37, zVAD death inh 0.5, CHOP inh 60, TbHK1 inh -5 and FXIa inh 1536 32.
Screening CC1(C)C2CC=C(/C=N/NC(=O)C3CC3)C1C2 (stereo not given) returned TNF necrop inh -0.6, FXIIa inh 1536 6, EP2 antag 6, Wee1 degr inh -3, PPC-1+TRAIL kill 9, zVAD death inh 3.2, CHOP inh 20, TbHK1 inh 0 and FXIa inh 1536 -3.
Screening CC(C)OCCCNc1nc2c(c(=O)n(Cc3ccccc3F)c(=O)n2C)n1C returned TNF necrop inh 0.6, FXIIa inh 1536 18, EP2 antag 8, Wee1 degr inh -1, PPC-1+TRAIL kill 10, zVAD death inh -0.3, CHOP inh 2, TbHK1 inh -1 and FXIa inh 1536 1.
`CCOc1cccc2cc(-c3csc(NC(=O)CCC(=O)NCCCN4CCC(C)CC4)n3)c(=O)oc12` gave TNF necrop inh -16, FXIIa inh 1536 4, EP2 antag 3, Wee1 degr inh 4, PPC-1+TRAIL kill 44, zVAD death inh 3.3, CHOP inh -8, TbHK1 inh -26 and FXIa inh 1536 -3.
For O=[N+]([O-])c1ccc(NC2CCN(Cc3ccccc3)CC2)c([N+](=O)[O-])c1 the results were TNF necrop inh 0.6, FXIIa inh 1536 5, EP2 antag 7, Wee1 degr inh -2, PPC-1+TRAIL kill 20, zVAD death inh 0.4, CHOP inh 16, TbHK1 inh -10 and FXIa inh 1536 -3.
Screening CC(OC(=O)CNC(=O)C12CC3CC(CC(C3)C1)C2)C(=O)Nc1ncc(Cl)cc1Cl (stereo not given) returned TNF necrop inh -2.5, FXIIa inh 1536 12, EP2 antag 5, Wee1 degr inh -1, PPC-1+TRAIL kill 26, zVAD death inh 1.4, CHOP inh 6, TbHK1 inh -7 and FXIa inh 1536 3.
For Fc1ccc(COc2ccc(Cl)cc2/C=N/Nc2nc(N3CCCC3)nc(N3CCCC3)n2)cc1 the results were TNF necrop inh -1.3, FXIIa inh 1536 14, EP2 antag 10, Wee1 degr inh 0, PPC-1+TRAIL kill -10, zVAD death inh 0.6, CHOP inh 4, TbHK1 inh -11 and FXIa inh 1536 -5.
Screening O=C(Oc1ccc(N2C(=O)CCC2=O)cc1)c1ccccc1 returned TNF necrop inh 0.3, FXIIa inh 1536 11, EP2 antag 6, Wee1 degr inh 0, PPC-1+TRAIL kill -8, zVAD death inh 1.0, CHOP inh 18, TbHK1 inh 4 and FXIa inh 1536 8.
For O=C(c1cnn2c(C(F)(F)F)cc(-c3ccccc3)nc12)N1CCCc2ccccc21 the results were TNF necrop inh 0.7, FXIIa inh 1536 20, EP2 antag 7, Wee1 degr inh 2, PPC-1+TRAIL kill 1, zVAD death inh 0.1, CHOP inh 61, TbHK1 inh -8 and FXIa inh 1536 4.
For Cc1ccc(C(NC(=O)c2ccccc2)C(Cl)(Cl)Cl)cc1 (stereo not given) the results were TNF necrop inh -1.1, FXIIa inh 1536 10, EP2 antag 15, Wee1 degr inh 1, PPC-1+TRAIL kill 2, zVAD death inh -0.3, CHOP inh 31, TbHK1 inh -3 and FXIa inh 1536 10.

Retrieved one by one from above, 2 records:
Screening O=C(Oc1ccc(N2C(=O)CCC2=O)cc1)c1ccccc1 returned TNF necrop inh 0.3, FXIIa inh 1536 11, EP2 antag 6, Wee1 degr inh 0, PPC-1+TRAIL kill -8, zVAD death inh 1.0, CHOP inh 18, TbHK1 inh 4 and FXIa inh 1536 8.
Screening CC(C)OCCCNc1nc2c(c(=O)n(Cc3ccccc3F)c(=O)n2C)n1C returned TNF necrop inh 0.6, FXIIa inh 1536 18, EP2 antag 8, Wee1 degr inh -1, PPC-1+TRAIL kill 10, zVAD death inh -0.3, CHOP inh 2, TbHK1 inh -1 and FXIa inh 1536 1.

Three entries already listed, arranged by molar mass, highest first:
`CCOc1cccc2cc(-c3csc(NC(=O)CCC(=O)NCCCN4CCC(C)CC4)n3)c(=O)oc12` gave TNF necrop inh -16, FXIIa inh 1536 4, EP2 antag 3, Wee1 degr inh 4, PPC-1+TRAIL kill 44, zVAD death inh 3.3, CHOP inh -8, TbHK1 inh -26 and FXIa inh 1536 -3.
For Fc1ccc(COc2ccc(Cl)cc2/C=N/Nc2nc(N3CCCC3)nc(N3CCCC3)n2)cc1 the results were TNF necrop inh -1.3, FXIIa inh 1536 14, EP2 antag 10, Wee1 degr inh 0, PPC-1+TRAIL kill -10, zVAD death inh 0.6, CHOP inh 4, TbHK1 inh -11 and FXIa inh 1536 -5.
For O=[N+]([O-])c1ccc(NC2CCN(Cc3ccccc3)CC2)c([N+](=O)[O-])c1 the results were TNF necrop inh 0.6, FXIIa inh 1536 5, EP2 antag 7, Wee1 degr inh -2, PPC-1+TRAIL kill 20, zVAD death inh 0.4, CHOP inh 16, TbHK1 inh -10 and FXIa inh 1536 -3.

(list continues)
For O=C(Nc1ccccc1Cl)c1ccc(COc2ccc3c(c2)CCC3)cc1 the results were TNF necrop inh 2.0, FXIIa inh 1536 3, EP2 antag 3, Wee1 degr inh -1, PPC-1+TRAIL kill 19, zVAD death inh 1.3, CHOP inh 13, TbHK1 inh -3 and FXIa inh 1536 -4.
For OCCNc1nc2ccccc2n1-c1ncnc2sc3c(c12)CCC3 the results were TNF necrop inh -1.0, FXIIa inh 1536 15, Wee1 degr inh 14*, PPC-1+TRAIL kill -3[5 µM], zVAD death inh -0.2, CHOP inh 74*, TbHK1 inh 15 and FXIa inh 1536 -16.
For CS(=O)(=O)N(CC(=O)NC1CC2CCC1C2)c1ccc(Oc2ccccc2)cc1 (stereo not given) the results were TNF necrop inh 2.8, FXIIa inh 1536 4, EP2 antag 10, Wee1 degr inh -2, zVAD death inh 1.0, CHOP inh 42, TbHK1 inh 3 and FXIa inh 1536 -3.
For CCOC(=O)N1CCN(Cc2c(O)ccc3ccccc23)CC1 the results were TNF necrop inh -1.4, FXIIa inh 1536 2, EP2 antag 12, Wee1 degr inh -3, PPC-1+TRAIL kill 3, zVAD death inh 2.3, CHOP inh 13, TbHK1 inh -5 and FXIa inh 1536 4.
O=C(CCC(=O)OCC(=O)c1ccc(Br)cc1)Nc1cccc2cccnc12 was read as TNF necrop inh -3.9, FXIIa inh 1536 16, EP2 antag 5, Wee1 degr inh 3, PPC-1+TRAIL kill -4, zVAD death inh 0.4, CHOP inh 4, TbHK1 inh -4 and FXIa inh 1536 3.
For Fc1ccccc1NC(=S)N1CCC(c2ccccc2)C1 (stereo not given) the results were TNF necrop inh 1.5, FXIIa inh 1536 2, EP2 antag 0, Wee1 degr inh 8, PPC-1+TRAIL kill 2, zVAD death inh 1.1, CHOP inh 0, TbHK1 inh -13 and FXIa inh 1536 -1.
For CC(C)CCNC(=O)C(c1ccco1)N(CC1CCCO1)C(=O)Cn1nnc2ccccc21 (stereo not given) the results were TNF necrop inh -0.1, FXIIa inh 1536 1, EP2 antag 6, Wee1 degr inh -3, PPC-1+TRAIL kill 27, zVAD death inh 0.3, CHOP inh -10, TbHK1 inh -12 and FXIa inh 1536 -7.
Screening N#CC(=C1SC=CS1)c1nc(-c2ccccc2)cs1 returned TNF necrop inh -0.6, FXIIa inh 1536 13, EP2 antag 24, Wee1 degr inh 1, PPC-1+TRAIL kill 8, zVAD death inh 2.5, CHOP inh 15, TbHK1 inh 6 and FXIa inh 1536 8.
Screening Cc1[nH]ncc1-c1ccccc1Cl returned TNF necrop inh 0.0, FXIIa inh 1536 4, EP2 antag 5, Wee1 degr inh 1, PPC-1+TRAIL kill -10, zVAD death inh 1.0, CHOP inh 14, TbHK1 inh 1 and FXIa inh 1536 9.
Screening COc1ccc(C2CC(=O)C(C=NCCN3CCN(C(=S)Nc4ccccc4)CC3)=C(O)C2)cc1OC (stereo not given) returned TNF necrop inh 0.5, FXIIa inh 1536 13, EP2 antag 4, Wee1 degr inh 5, PPC-1+TRAIL kill 0, zVAD death inh 2.6, CHOP inh 26, TbHK1 inh -7 and FXIa inh 1536 1.
CS(=O)(=O)c1ccc2nc(NC(=O)CN3CCCCCC3)sc2c1 was read as TNF necrop inh 0.5, FXIIa inh 1536 20, EP2 antag 16&14, Wee1 degr inh 1, PPC-1+TRAIL kill -10, zVAD death inh 0.3, CHOP inh -14, TbHK1 inh 2 and FXIa inh 1536 10.
Screening Cc1noc(C)c1COC(=O)c1cc2ccccc2cc1O returned TNF necrop inh -2.4, FXIIa inh 1536 2, EP2 antag 13, Wee1 degr inh 0, PPC-1+TRAIL kill -31, zVAD death inh 0.0, CHOP inh 57, TbHK1 inh 1 and FXIa inh 1536 -3.
`Cc1c(Cl)cccc1NC(=S)NN` gave TNF necrop inh -0.5, FXIIa inh 1536 10, EP2 antag 7, Wee1 degr inh -2, PPC-1+TRAIL kill 18, zVAD death inh -0.7, CHOP inh -19, TbHK1 inh 0 and FXIa inh 1536 -1.
For CCC(C(=O)Nc1cccc(C(=O)O)c1C)c1ccccc1 (stereo not given) the results were TNF necrop inh 0.7, FXIIa inh 1536 6, EP2 antag 6, Wee1 degr inh 2, PPC-1+TRAIL kill 7, zVAD death inh 1.3, CHOP inh -1, TbHK1 inh 2 and FXIa inh 1536 2.
For Cc1ccc(S(=O)(=O)NNC(=O)C(O)(c2ccccc2)c2ccccc2)cc1 the results were TNF necrop inh 0.5, FXIIa inh 1536 16, EP2 antag 6, Wee1 degr inh -2, PPC-1+TRAIL kill 13, zVAD death inh -0.1, CHOP inh 24, TbHK1 inh 21 and FXIa inh 1536 8.
`CCOC(=O)Cc1sc(N)nc1C` gave TNF necrop inh 0.9, FXIIa inh 1536 10, EP2 antag 7, Wee1 degr inh 0, PPC-1+TRAIL kill 20, zVAD death inh 1.4, CHOP inh 7, TbHK1 inh -2 and FXIa inh 1536 5.
Screening CCN(CC)C(=O)c1cn(C)c2ccc(S(=O)(=O)N(CC)CC)cc2c1=O returned TNF necrop inh 0.1, FXIIa inh 1536 -6, EP2 antag 3, Wee1 degr inh 1, PPC-1+TRAIL kill 17, zVAD death inh 1.9, CHOP inh 8, TbHK1 inh -48 and FXIa inh 1536 -10.

A portion of the library; count on the stated rates, not on these rows.
